High-throughput results deposited in PubChem by several laboratories.
Mtb BioA inh: inhibitors of Mycobacterium tuberculosis BioA enzyme; purified M. tuberculosis BioA enzyme, plate reader; inhibition, % at 9.99 µM; actives 0.096% (n = 360,000); AID 602481; in the data active = inhibition above about 40%; inconclusive = no clear call, values can overlap the other calls
Rv3671c inh: inhibits the M. tuberculosis serine protease Rv3671c; AID 2606; actives 0.048% (n = 320,000); inhibition, % at 5.96 µM; P9WHR9; in the data active = inhibition above about 38%;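 also: extracellular domain of Rv3671c used as enzyme; 0% = enzyme with DMSO and 100% = no enzyme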
MazF activator: activators of E. coli MazEF toxin-antitoxin RNase; activation, % at 20 µM; actives 0.32% (n = 350,000); FAM/BHQ RNA-DNA oligo cleavage fluorescence, 5 h; in the data active = activation above about 50%
Target sequence (P0AE70 whole entry, looked up): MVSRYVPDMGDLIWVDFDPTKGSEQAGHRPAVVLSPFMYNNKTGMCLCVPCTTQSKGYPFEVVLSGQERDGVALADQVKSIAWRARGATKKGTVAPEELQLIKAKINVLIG
FBA Mtb inh: inhibitors of M. tuberculosis fructose-bisphosphate aldolase; actives 2.3% (n = 360,000); inhibition, % at 1 µM; P9WQA3; purified M. tuberculosis FBA, fluorescence read-out; in the data active = inhibition above about 27%;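 also: 0% = vehicle and 100% = reference inhibitor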
Target sequence (P9WQA3 whole entry, looked up): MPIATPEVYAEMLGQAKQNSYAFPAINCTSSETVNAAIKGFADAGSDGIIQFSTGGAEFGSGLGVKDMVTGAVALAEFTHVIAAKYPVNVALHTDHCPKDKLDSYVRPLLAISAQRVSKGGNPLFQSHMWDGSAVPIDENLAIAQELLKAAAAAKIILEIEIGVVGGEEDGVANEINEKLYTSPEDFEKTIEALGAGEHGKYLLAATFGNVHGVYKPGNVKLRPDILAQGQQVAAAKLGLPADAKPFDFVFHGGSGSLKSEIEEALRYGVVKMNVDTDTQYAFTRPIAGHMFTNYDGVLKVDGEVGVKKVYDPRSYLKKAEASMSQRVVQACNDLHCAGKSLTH
FadD28 binding: blocks FadD28 binding to the bisubstrate probe; actives 0.22% (n = 360,000); inhibition, % at 12.5 µM; fluorescence polarization; AID 588549; in the data active = inhibition above about 8.5%, passing the limit was not always enough; inconclusive = no clear call, values can overlap the other calls
BoNT F protease: inhibitors of Botulinum neurotoxin F light chain protease; Multiplex microsphere protease cleavage assay, flow cytometry; inhibition, % at 10 µM; actives 0.22% (n = 360,000); in the data active = inhibition above about 35%, passing the limit was not always enough; inconclusive = no clear call, values can overlap the other calls; also: plate controls were buffer without enzyme for full effect and enzyme alone for no effect
Mtb UGM inh: inhibitors of M. tuberculosis UDP-galactopyranose mutase | P9WIQ1 | AID 504406 | actives 0.06% (n = 320,000) | inhibition, % at 10 µM | purified UGM, fluorescence polarization probe displacement; in the data active = inhibition above about 10%, passing the limit was not always enough; inconclusive = no clear call, values can overlap the other calls
Target sequence (P9WIQ1 whole entry, looked up): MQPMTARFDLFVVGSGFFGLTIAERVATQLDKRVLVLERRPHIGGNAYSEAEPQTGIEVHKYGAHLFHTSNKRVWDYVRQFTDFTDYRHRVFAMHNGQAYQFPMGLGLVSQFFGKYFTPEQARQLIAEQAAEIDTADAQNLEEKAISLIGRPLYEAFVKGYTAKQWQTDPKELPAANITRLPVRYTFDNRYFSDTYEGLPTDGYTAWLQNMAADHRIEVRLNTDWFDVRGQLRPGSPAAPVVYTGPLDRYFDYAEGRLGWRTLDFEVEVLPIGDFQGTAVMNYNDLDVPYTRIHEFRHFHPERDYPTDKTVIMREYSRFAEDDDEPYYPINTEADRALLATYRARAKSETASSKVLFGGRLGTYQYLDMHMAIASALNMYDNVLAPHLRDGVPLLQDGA
PrPC surface inh: inhibitors of human cell surface prion protein PrPC; TR-FRET read-out; inhibition, % at 13.8 µM; P04156; actives 0.43% (n = 370,000); in the data active = inhibition above about 24%; also: 0% = median of the test wells and 100% = reference compound wells
GDH-TPI counter: inhibits GDH-TPI coupling enzymes, artifact for Mtb FBA screen. GDH-TPI coupled enzyme counterscreen, NADH absorbance. inhibition, % at 4.8 µM. actives 1.2% (n = 360,000); in the data active = inhibition above about 30%;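 also: 0% = DMSO wells and 100% = wells lacking the enzyme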
* marks the source's active call; other numbers are inactive results; ? = inconclusive; / = no result given; & = joins results of further samples. No enrichment for hits; 4.8% or so of the library scored in one or more.

SMILES	Mtb BioA inh	Rv3671c inh	MazF activator	FBA Mtb inh	FadD28 binding	BoNT F protease	Mtb UGM inh	PrPC surface inh	GDH-TPI counter
CCc1ccc(-c2cc(C(F)(F)F)n3nc(C(=O)Nc4cnn(Cc5ccccc5C)c4)cc3n2)s1	-0.6	1	-9	1	-2.6	10	1.1	-2	1
CCOC(=O)C1CCN(c2nc(-c3ccccc3)nc3c2oc2ccccc23)CC1	/	-20	-4	2	0.2	/	0.8	-6	8
Cc1ccc(CNC(=O)C(CCC(N)=O)NC(=O)OCc2ccccc2)cc1 (stereo not given)	/	5	3	-7	-4.1	4	-5.4	0	11
CC[C@]12c3[nH]c4ccccc4c3CCN1C(=O)C(CC(=O)NC/C=C(\C)CCC=C(C)C)C[C@@H]2C(=O)N1CCN(C(=O)c2ccco2)CC1 (stereo not given in full)	-1.4	0	7	-2	-2.0	-3	-2.1	5	0
COc1cc(=O)[nH]c(SCc2c(F)c(F)c(F)c(F)c2F)n1	1.3	6	-1	0	-5.5	3	-2.1	-4	-1
Cc1cccc(NC(=O)COc2nsnc2N2CCOCC2)c1	0.7	-1	-16	4	0.6	10	-1.5	5	6
O=C(c1ccc2c(c1)OCO2)C1CCCN(Cc2c(F)ccc(F)c2F)C1 (stereo not given)	-0.6	6	0	2	-2.4	2	-2.1	-4	-3
Cc1cc(=O)c(C(=O)O)nn1-c1ccccc1	-1.0	4	-2	-5	-3.0	-3	0.9	-10	-2
CCN(CC(=O)NC(C)C)C(=O)CCNC(=O)c1ccc(Cl)cc1	/	4	10	0	-1.3	-7	-3.7	-11	10
O=C(COc1ccc(Cl)cc1)NCc1nnc(SCC(=O)NCC2CCCO2)o1 (stereo not given)	-2.2	-2	1	5	0.9	0	2.1	-2	-1
CC(O)(c1ccccc1)c1nc(-c2ccccc2)cs1 (stereo not given)	-1.6	/	/	2	-3.2	-1	/	0	12
CCO[C@H]1OC(C(=O)NCc2nc3ccccc3[nH]2)=C[C@@H](C2CC2)[C@@H]1CCCO	-0.1	5	4	5	-1.8	1	0.4	8	8
O=C(Cc1ccccc1F)NCC(=O)Nc1ccccc1Br	-3.2	3	-2	3	/	5	1.7	1	4
Cc1cccc(NC(=O)CN2CCC(C(=O)c3ccc4c(c3)OCCO4)CC2)c1	2.3	-4	5	-3	-3.7	-8	0.4	5	-11
CNC(=O)C(=O)NCCC1CCCCN1S(=O)(=O)c1cccs1 (stereo not given)	1.2	-7	-6	1	-0.9	3	0.2	1	14
COc1ccccc1NC(=O)CSc1nnc(COc2ccc(Cl)cc2)n1Cc1ccco1	-1.3	-7	4	-2	-5.1	-9	-0.6	-1	6
CC(=O)c1c(C)nc(-c2ccc(Cl)cc2)nc1N=CN(C)C	/	-19	-8	8	-1.5	34	1.0	6	-7
CC(=O)c1cc(NC(=O)c2ccccc2)c(=O)oc1/C=C/N(C)C	/	-18	-29	-25	-0.8	-6	-2.8	-1	6
O=[N+]([O-])c1ccc(OCc2cccc(COc3ccc([N+](=O)[O-])cc3)n2)cc1	-0.3	-2	-3	-2	-3.9	-1	0.1	-4	8
COc1ccccc1OCc1csc(N)n1	0.8	2	-3	1	0.0	-1	-3.6	1	-4
Cc1cc(C)nc(SCc2ccc(C(=O)N/N=C/c3ccccc3C(=O)O)cc2)n1	/	0	0	1	-6.4	3	0.4	-4	-7
Cc1ccnc(SCC(=O)c2ccc(Br)s2)n1	10	-5	-4	-1	-2.5	-3	3.8	1	-3
Cc1nc(N[C@@H](Cc2c[nH]c3ccccc23)C(=O)O)c2oc3ccccc3c2n1	2.0	-8	-5	/	/	/	5.0	-2	/
Cc1ccc(-c2nnn(CC(=O)N(c3ccccc3F)C(C(=O)NCC3CCCO3)c3c[nH]c4ccccc34)n2)cc1 (stereo not given)	-2.2	-7	-9	-2	-3.7	0	0.6	-4	-1
C[C@@]12CC[C@H]3OC(=O)C=C3C1CC[C@@]13CC(CCC12)[C@](CO)(O[C@H]1O[C@H](CO)[C@@H](O)[C@H](O)[C@H]1O)C3 (stereo not given in full)	-2.4	8	-7	10	-0.2	0	5.0	-4	7
COc1cc(NC(=O)c2ccnc(N)c2)cc(C(=O)Nc2cccc(C(F)(F)F)c2)c1	0.0	-113	5	0	-17	-23	-2.3	9	-3
Cc1nc(Cl)c(C(=O)NC(C)(C)C)c(C)c1Cl	-1.0	-7	2	6	-2.1	-1	-1.1	-2	0
COc1ccc2cnnc(SCC(=O)Nc3ccc(C(C)=O)cc3)c2c1OC	-0.7	-10	12	1	-1.0	17	3.8	-4	7
CC1=C(C)CC(C(=O)NNC(=O)c2cccc(Cl)c2)C(C(=O)O)C1 (stereo not given)	-2.7	-6	2	3	-0.3	-4	-0.5	2	11
COc1cccc(-c2nnc3n2N=C(c2cccc(Br)c2)CS3)c1	-6.4	0	-12	-1	-3.5	-5	0.7	-3	5
O=C(NCc1cccnc1)C1CC(=O)N(CCc2ccccc2)C1 (stereo not given)	-0.1	1	-1	2	-1.3	-6	-3.1	4	-12
CC(C)CC(O)C1CCN(C(=O)CCc2nnc(-c3ccc4c(c3)OCO4)o2)CC1 (stereo not given)	0.3	/	8	2	-0.8	7	1.7	3	2
O=C(N/N=C/c1ccc[nH]1)c1ccccc1[N+](=O)[O-]	/	-5	6	1	-2.3	-8	0.5	-7	13
O=[N+]([O-])c1ccc2oc(-c3ccccc3)nc2c1	/	2	6	-1	-2.0	7	2.5	0	-12
O=C(NCc1cccs1)C1CCN(c2ccc(S(=O)(=O)N3CCOCC3)cc2Cl)CC1	4.1	2	-4	-1	-0.5	-4	4.1	11	6
Cc1ccc(S(=O)(=O)Nc2ccc(C(=O)N3CCN(c4ccccc4O)CC3)cc2)cc1[N+](=O)[O-]	1.7	5	-4	6	-0.6	-2	-0.6	1	10
O=C(CSc1nccc(-c2cccs2)n1)Nc1cccc(Cl)c1Cl	/	-12	5	-2	-3.8	?	-4.1	-2	-14
O=C(c1cnn(-c2cccc(F)c2)c1)c1ccccc1O	/	-3	3	-2	-2.9	-4	0.1	3	-5
O=C(Cn1nc(-c2ccc(Cl)cc2)ccc1=O)NCc1ccc2c(c1)OCO2	-2.0	-1	4	9	-1.2	3	1.5	2	18
Cc1c(C(=O)N(C)C(C)c2ccncn2)oc2c(F)cccc12 (stereo not given)	-0.6	-1	-3	-1	-1.7	-4	0.8	4	8
O=S(=O)(c1cccc(F)c1)N1CCc2sccc2C1c1ccc(OC(F)(F)F)cc1 (stereo not given)	-1.0	-3	-9	1	0.7	-4	-0.2	-5	-1
C=CC[C@@H](CC(=O)N[C@@H](CO)Cc1ccccc1)C(=O)N[C@H](COC(=O)[C@@H](CC=C)Cc1ccc(F)cc1)C(C)(C)C	3.1	12	6	-1	-3.0	4	-3.4	2	-1
N#Cc1cccc(NC(=O)CSc2ccc3c4c(cccc24)C(=O)c2ccccc2-3)c1	2.9	4	-352	-1	-1.4	43*	3.3	-1	-5
Cc1cccc(OCCCC(=O)O)c1	0.3	6	7	-2	-0.5	-19	3.2	-3	-4
CC(C)(C)OC(=O)N1CCN(c2ccc([N+](=O)[O-])cc2)CC1	-3.8	3	-2	-4	0.8	3	1.1	-10	1
Cc1ccccc1Cn1c(-c2ccc(=O)[nH]c2)nc2ccccc21	-1.5	-2	8	5	0.4	9	-1.0	-7	9
C(=N\Nc1nc2ccccc2s1)/c1ccco1	-1.3	3	3	-1	-0.2	-1	-1.6	-5	42*
C[C@H]1CN([C@@H](C)CO)S(=O)(=O)c2ccc(-c3ccncc3)cc2O[C@H]1CN(C)C(=O)c1cccc(F)c1	0.7&1.7&1.5	/	-1	1	-0.2	-8	/	8	-5
Cc1c(Cl)cc(-n2cnnn2)cc1[N+](=O)[O-]	/	1	4	8	1.2	1	0.5	-19	-1
CCCN(CCC)Cc1c(C(=O)N/N=C/c2c[nH]c3ccccc23)nnn1-c1nonc1N	0.4	-1	8	22	-7.5	3	0.3	-7	-3
CC(C)(C)OC(=O)NCCc1nnc(SCc2ccc(Cl)cc2Cl)o1	0.5	-5	-3	0	-1.8	0	3.5	-4	2
Cc1nnc2c(NCC(C)c3ccccc3)nc3ccccc3n12 (stereo not given)	-2.0	/	5	-1	-4.2	30	-6.5	-2	8
O=C(O)C1=C(C(=O)Nc2cc(C(F)(F)F)ccc2Cl)CCCC1	/	-6	-1	5	0.6	3	3.7	-7	8
O=C(NCCN1CCOCC1)c1ccc(Cl)c(S(=O)(=O)N2CCOCC2)c1	-0.5	4	-5	4	-2.5	-1	4.7	3	2
CN1CC=C2C(C#N)=C(N)C(C#N)(C#N)C(c3ccsc3)C2C1 (stereo not given)	-5.8	10	-12	30*	-1.6	20	4.3	-16	8
CC(Sc1nnc(Cc2ccccc2)n1C)C(=O)NC1CC1 (stereo not given)	-0.7	-5	3	-1	-1.8	-6	/	-1	-2
COc1cc(OC)c2c(-c3ccccc3)cc(=O)oc2c1C(CC(=O)N1CCOCC1)c1ccc(N(C)C)cc1 (stereo not given)	-0.3	-1	5	3	2.8	-12	-1.3	-1	21
COCCCN(CCNC(=O)c1ccc(NC2=NC3CS(=O)(=O)CC3S2)cc1)Cc1ccco1 (stereo not given)	-0.9	-9	-2	6	1.1	3	2.6	-6	-7
Cc1ccn(CCC(=O)N2CCc3ccccc32)n1	0.6	-2	14	-5	-2.7	4	2.8	2	-8
O=C(NC(=S)Nc1ccccc1F)c1ccc(Br)o1	-0.7	8	6	-2	-1.8	-5	2.4	1	6
CC1Cc2cc(/C(O)=C3/C(=O)C(=O)N(CCCn4ccnc4)C3c3ccc(F)cc3)ccc2O1 (stereo not given)	-0.2	3	-1	2	0.2	7	4.9	7	32*

Some of these compounds in order of molecular weight, largest number first.
SMILES	Mtb BioA inh	Rv3671c inh	MazF activator	FBA Mtb inh	FadD28 binding	BoNT F protease	Mtb UGM inh	PrPC surface inh	GDH-TPI counter
COc1cc(OC)c2c(-c3ccccc3)cc(=O)oc2c1C(CC(=O)N1CCOCC1)c1ccc(N(C)C)cc1 (stereo not given)	-0.3	-1	5	3	2.8	-12	-1.3	-1	21
COCCCN(CCNC(=O)c1ccc(NC2=NC3CS(=O)(=O)CC3S2)cc1)Cc1ccco1 (stereo not given)	-0.9	-9	-2	6	1.1	3	2.6	-6	-7
CC1Cc2cc(/C(O)=C3/C(=O)C(=O)N(CCCn4ccnc4)C3c3ccc(F)cc3)ccc2O1 (stereo not given)	-0.2	3	-1	2	0.2	7	4.9	7	32*
CCCN(CCC)Cc1c(C(=O)N/N=C/c2c[nH]c3ccccc23)nnn1-c1nonc1N	0.4	-1	8	22	-7.5	3	0.3	-7	-3
CC(C)(C)OC(=O)NCCc1nnc(SCc2ccc(Cl)cc2Cl)o1	0.5	-5	-3	0	-1.8	0	3.5	-4	2
O=C(O)C1=C(C(=O)Nc2cc(C(F)(F)F)ccc2Cl)CCCC1	/	-6	-1	5	0.6	3	3.7	-7	8
CN1CC=C2C(C#N)=C(N)C(C#N)(C#N)C(c3ccsc3)C2C1 (stereo not given)	-5.8	10	-12	30*	-1.6	20	4.3	-16	8
Cc1nnc2c(NCC(C)c3ccccc3)nc3ccccc3n12 (stereo not given)	-2.0	/	5	-1	-4.2	30	-6.5	-2	8
CC(Sc1nnc(Cc2ccccc2)n1C)C(=O)NC1CC1 (stereo not given)	-0.7	-5	3	-1	-1.8	-6	/	-1	-2
Cc1ccn(CCC(=O)N2CCc3ccccc32)n1	0.6	-2	14	-5	-2.7	4	2.8	2	-8
Cc1c(Cl)cc(-n2cnnn2)cc1[N+](=O)[O-]	/	1	4	8	1.2	1	0.5	-19	-1
